# Source: PubChem BioAssay (several laboratories)
# m-calpain inh – inhibitors of pig calpain II | purified calpain II, fluorogenic peptide substrate, 30 min | 220,000 tested, 0.37% active | AID 1236 | inhibition, % at 16 µM;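 active means inhibition above about 50%, limit read from the data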
# PERK inh – inhibitors of human PERK kinase; 220,000 tested, 0.17% active; CHO PERK-DD fusion, SEAP luminescence translation reporter; inhibition, % at 5.6 µM; AID 1416;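 active means inhibition above the mean inhibition of all tested compounds plus 3 SD, set separately per screening campaign, cut at about 2.9% in these data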;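 further: PERK kinase domain activated by AP20187 dimerizer at 100 nM; 0% = DMSO with dimerizer and 100% = rapamycin at 8.4 µM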
# thrombin 1536 – blocks human thrombin protease activity; 220,000 tested, 0.26% active; inhibition, % at 5 µM; alpha-thrombin, Boc-VPR-AMC fluorogenic substrate cleavage; P00734;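 active means inhibition at or above 40%; inactive means inhibition below 40%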;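 further: 0% = enzyme with no compound and 100% = wells without enzyme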
#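 signal = AMC fluorescence, 355/460 nm | material = human alpha-thrombin enzyme | control set = enzyme without compound as high, wells lacking enzyme as low | times = reaction at room temperature | read-out basis = percent inhibition scaled between no-compound controls and no-enzyme blanks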
# FXIIa inh – blocks human coagulation factor XIIa protease activity; 220,000 tested, 0.3% active; AID 800; purified FXIIa, Boc-QGR-AMC fluorogenic substrate, 2 h; P00748; inhibition, % at 5 µM; in the data active means inhibition above about 40%;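 further: 0% = enzyme with no compound and 100% = blank without enzyme; many of its hits are not listed in these tables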
# Target sequence (P00748 20-372 limits assumed): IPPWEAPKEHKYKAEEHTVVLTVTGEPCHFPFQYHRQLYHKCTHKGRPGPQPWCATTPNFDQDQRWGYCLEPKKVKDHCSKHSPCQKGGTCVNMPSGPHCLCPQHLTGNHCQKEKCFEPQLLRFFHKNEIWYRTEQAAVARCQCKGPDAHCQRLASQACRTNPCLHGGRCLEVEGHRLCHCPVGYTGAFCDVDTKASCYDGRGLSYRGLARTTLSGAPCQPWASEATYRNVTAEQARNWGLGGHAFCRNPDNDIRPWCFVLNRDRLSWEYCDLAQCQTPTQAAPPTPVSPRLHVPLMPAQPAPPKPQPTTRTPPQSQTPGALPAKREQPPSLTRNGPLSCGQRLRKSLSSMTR
# Target sequence (P00748 373-615 limits assumed): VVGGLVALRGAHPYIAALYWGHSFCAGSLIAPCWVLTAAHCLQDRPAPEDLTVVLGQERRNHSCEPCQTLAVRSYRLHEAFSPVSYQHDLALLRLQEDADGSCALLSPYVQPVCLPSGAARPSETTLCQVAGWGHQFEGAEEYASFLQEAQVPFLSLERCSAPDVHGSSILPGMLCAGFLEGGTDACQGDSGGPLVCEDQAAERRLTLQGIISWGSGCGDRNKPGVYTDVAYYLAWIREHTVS
# FXIa inh – factor XIa (human) inhibition; purified FXIa, Boc-Glu-Ala-Arg-AMC fluorogenic substrate; inhibition, % at 5 µM; 220,000 tested, 0.14% active;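 active means inhibition of at least 40%; inactive means inhibition below 40%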;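 further: fluorescence of freed AMC excited at 355 nm; 0% = enzyme without compound and 100% = no enzyme blank; many of its hits are not listed in these tables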
# KLK5 inh – inhibitors of human kallikrein 5; Q9Y337; recombinant hK5, fluorogenic AMC substrate cleavage; 210,000 tested, 0.59% active; inhibition, % at 5 µM;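 active means inhibition of 40% or more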;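 further: 0% = enzyme controls without compound and 100% = no-enzyme blanks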
# KCC2 mod – modulates chloride dependent transport by human KCC2 | Q9H2X9 | KCC2 cells, thallium flux FluoZin-2 fluorescence | B-score of Tl+ flux slope (higher = more flux/activation; lower = inhibition) at 10 µM | 190,000 tested, 2.2% active | AID 1456;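 active means thallium flux slope and its plate-corrected score both differing from the plate sample mean at a set confidence after two filtering rounds, in either direction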;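 further: slope of fluorescence scaled to starting intensity during 10 to 20 s after thallium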
# Furin inhibitor – inhibitors of human furin; P09958; purified furin, fluorogenic substrate cleavage; inhibition, % at 30 µM; 220,000 tested, 0.061% active; in the data active means inhibition above about 25%; further: inactives centre near -15
# Rad51 HR inh – blocks human Rad51 in homologous recombination | hRad51 DNA strand exchange, fluorescence dequenching | inhibition, % at 10 µM | 200,000 tested, 0.085% active | AID 1385;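 active means inhibition above 40% at the single screening dose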;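 further: 0% = DMSO control wells and 100% = blanks with heterologous ssDNA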
# Target sequence (Q06609 whole entry, looked up): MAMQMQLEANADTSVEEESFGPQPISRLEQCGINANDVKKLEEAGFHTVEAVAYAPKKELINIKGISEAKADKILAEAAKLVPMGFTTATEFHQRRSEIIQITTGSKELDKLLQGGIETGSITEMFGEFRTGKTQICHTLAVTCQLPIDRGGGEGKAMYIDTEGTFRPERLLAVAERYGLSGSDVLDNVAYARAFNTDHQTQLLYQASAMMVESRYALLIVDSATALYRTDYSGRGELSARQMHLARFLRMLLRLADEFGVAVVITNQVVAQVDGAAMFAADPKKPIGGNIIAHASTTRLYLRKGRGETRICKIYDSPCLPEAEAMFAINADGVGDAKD
#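 Read-out basis: percent inhibition relative to plate controls and blanks / Assay system: human Rad51 nucleoprotein filaments preassembled on unlabelled ssDNA / Timing: filaments 15 min 37 °C, then compound 30 min / Control set: per-plate controls and blanks / Technique: fluorescence dequenching at 485/520 nm / Compound: 10 µM final, single point / Also added: Fluorescein- and BHQ1-tagged 47-mer duplex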
# Starred values were filed as active, the others as inactive; / = not tested or not shown; [ ] = dose if it differs, or a comment. An excerpt; the hit share may differ from the screen's.
# Second line of a record – m-calpain inh	PERK inh	thrombin 1536	FXIIa inh	FXIa inh	KLK5 inh	KCC2 mod	Furin inhibitor	Rad51 HR inh
CCCc1c(C)c2c(C)[nH]nc2oc1=O
    -3.4	1.6	11.3	2.0	7.7	9.4	0.0273	-7.1[20 µM]	14.2
O=C1CCCC/C1=N\Nc1ccc(C2CCCCC2)cc1
    12.7	-0.4	1.1	5.8	7.7	5.2	0.828	-7.4	9.1
Cn1ncc(Br)c1C(=O)N/N=C/c1cccc(OC2CSC2)c1
    -4.2	0.3	-5.7	13.5	7.1	-16.9	0.0629	-13.5	6.9
O=C(NCCCCc1ccccc1)C1CC(c2ccc(C(F)(F)F)cc2)=NO1 (centres undefined)
    24.4	/	-3.7	3.0	0.1	0.8	-0.356	-26.6	-7.0
O=C(OCC(=O)N1CCc2ccccc21)c1ccccc1
    -11.0	-0.6	-4.9	6.2	-4.3	-12.8	-2.68	-7.8	-1.7
CC(=O)Nc1ccc(OC(F)(F)C(F)F)c(NC(C)=O)c1
    13.1	0.7	-32.6	0.8	-2.3	-27.4	1.09	-12.3[20 µM]	6.4
COCCOC(=O)C1=C(N)Oc2c(oc(CO)cc2=O)C1c1c(F)cccc1Cl (centres undefined)
    3.0	0.7	-4.0	13.0	5.1	-21.8	-0.983	-29.3	1.5
NC(=O)C1(NC(=O)[C@@H]2CC3(CC(c4cccc(NC(=O)[C@@H]5CCC(=O)N5)c4)=NO3)CN2C(=O)Cc2ccc(C(F)(F)F)cc2)CC1 (some centres undefined)
    0.1	0.4	6.2	13.9	19.9	0.5	0.601	-21.3[20 µM]	0.9
CCOC(=O)C1CCCN(C2CCN(Cc3nc(-c4ccccc4)no3)CC2)C1 (centres undefined)
    1.1	0.5	-0.1	13.6	2.2	18.1	/	-17.7	/
CC(=O)c1c(C)nc2sc3c(=N)n(N)cnc3c2c1-c1ccc(Cl)cc1
    3.7	-0.8	-8.2	2.1	3.5	-7.6	0.548	0.2	-50.8
O=C(Nc1nnc(/C=C/c2ccccc2)s1)c1ccco1
    -23.5	-1.1	0.2	1.4	0.0	0.9	0.922	-16.3	9.1
Cc1ccc(-c2noc(CCC(=O)N(C)c3ccccc3C)n2)cc1
    10.4	0.3	0.6	5.1	5.2	11.9	0.332	-2.9[20 µM]	-3.6
CCCCCCCCCCn1c2c(c(=N)c3c1CCC3)CCC2
    54.3*	-0.8	-2.7	1.3	0.6	-2.6	0.591	-9.6[20 µM]	7.0
COc1ccc(-c2noc(CSc3nnc(-c4ccccc4)n3C)n2)cc1
    -16.9	-0.9	-0.4	9.8	2.4	2.9	0.0331	10.3[20 µM]	1.9
C=CCOc1cc(C)nc(-c2ccccc2O)n1
    0.6	0.2	-1.7	13.1	-2.5	-18.6	1.16	-1.0[20 µM]	6.5
COc1ccc(CN2CCC(CO)(Cc3cccc(C(F)(F)F)c3)CC2)cc1Cn1cccn1
    -26.7	-0.4	-0.5	12.0	-0.8	3.3	0.0324	-26.3	6.0
Nn1c(SCc2ccc(F)cc2)nnc1-c1cccnc1
    17.1	-0.5	-2.1	9.9	1.1	0.5	0.512	-22.3	20.0
Cc1cc2cc(C#N)c(N3CCN(S(C)(=O)=O)CC3)nc2cc1C
    -131.6	-0.5	-0.1	5.8	7.8	-15.4	-0.807	-7.2	-16.8
O=C(NNC(=O)C1CCCCC1)c1ccc(Br)cc1
    -10.5	-0.1	-0.1	14.2	0.8	2.2	0.273	-32.3	2.0
COc1cccc2cc(C(=O)N3CCC(C)CC3)c(=O)oc12
    -22.8	-0.4	0.2	14.0	4.6	-4.5	0.291	-8.0	-2.2
CC(=O)c1c(C(C)=O)c(C)n(-c2ccc3ncccc3c2)c1C
    -2.2	-0.1	-12.9	5.4	-5.2	-1.2	-1	-18.0	0.2
CCCCNC(=O)Nc1cc(C(=O)OC)ccc1Cl
    33.8	-1.6	-6.7	22.8	-2.5	-11.5	/	-12.5[20 µM]	4.1
Cc1cc(C)n(CCCNCC(O)c2ccccc2)n1 (centres undefined)
    11.8	0.8	0.0	18.9	1.1	-0.4	/	-18.4	8.2
CCCCC1CC(CSc2ncn[nH]2)OC1=O (centres undefined)
    11.9	1.4	1.6	3.3	-0.7	-3.8	/	-28.9	-7.5
COc1ccc(CN2CCNC(=O)C2CC(=O)NC2Cc3ccccc3C2)c(OC)c1 (centres undefined)
    6.9	-0.1	-11.4	10.6	0.1	3.1	/	-18.7	12.4
C/C(Cc1ccccc1)=N\NC(=O)CNC(=O)c1ccccc1Cl
    1.2	1.0	28.8	29.4	56.6*	47.7*	-0.103	-5.7	11.3
COc1ccc(/C=C2\CCc3ccccc3C2=O)cc1Cn1cccn1
    12.6	-0.5	3.6	8.1	3.6	-7.4	-2.81	5.7[20 µM]	0.7
COc1cccc2cc(C(=O)Nc3ccc(S(=O)(=O)NCC4CCCO4)cc3)c(=O)oc12 (centres undefined)
    -31.1	0.6	0.3	3.1	0.6	3.5	1.16	-15.1	16.1
CCOC(=O)C1(CC2CC2)CCN(Cc2cn(C)c3ccccc23)CC1
    -7.2	-0.6	-14.4	6.9	-2.8	-0.2	0.457	-21.6	4.6
COC(=O)c1cc(Br)c(=O)n(CCN(C(C)C)C(C)C)c1
    35.2	1.6	-13.2	-9.9	-17.8	-8.4	0.291	-17.9	1.1
Cc1ccc(O)c(C(CC(=O)N2CCCC2)c2ccccc2)c1 (centres undefined)
    18.0	-1.7	-0.1	15.6	10.8	-2.9	-0.517	-22.9	/
O=c1[nH]nc2n1CCCCC2
    -21.6	1.4	6.5	17.4	6.9	-4.6	/	-21.0	-7.6
CC1(C)Cc2noc(N)c2C(C)(C)N1OC(=O)c1ccccc1
    2.8	1.3	-7.2	-5.9	-7.5	-2.1	/	-3.3[20 µM]	-5.5
O=C(NC(=S)Nc1ccc(S(=O)(=O)Nc2nccs2)cc1)c1ccc(F)c(F)c1
    -16.2	0.9	-6.9	7.8	5.3	-6.0	0.911	-23.6	1.8
Nc1nnnn1N=C1CCCCC1
    -12.8	1.1	3.5	5.0	3.9	-11.4	-0.243	-27.3	-2.8
Cc1ccc(-c2nnc(Nc3ccc4c(c3)OCO4)c3ccccc23)cc1S(N)(=O)=O
    -21.3	-0.7	1.7	11.1	-0.2	-0.1	-2.28	-1.4	0.4
CCCOc1ccc(-c2nc(C#N)c(N3CCc4ccccc4C3)o2)cc1
    -16.8	0.7	-5.5	-1.2	-5.3	-3.5	/	-24.5[20 µM]	-6.8
CC1CCC(NCC(=O)Nc2cccc(S(N)(=O)=O)c2)CC1 (centres undefined)
    20.7	-0.2	-1.7	7.8	3.1	4.5	0.559	-20.6	4.8
N#CC1=C(N)C2=CCCC[C@H]2[C@H](c2ccc(Br)cc2)C1(C#N)C#N
    -89.9	0.5	-3.6	7.8	-1.7	12.1	-0.888	-21.1	-16.3
CN(CCCNC(=O)Cn1cc2c(n1)CCCC2)C1CCCCC1
    4.9	0.1	-2.8	10.9	0.3	-7.1	1.28	-33.7	-4.7
COc1ccc(CCNC2=CC(=O)N(c3ccc(F)cc3)C2=O)cc1
    -297.1	0.5	1.3	3.9	9.2	-2.7	0.473	-30.6	-0.6
Cc1ccc2nc3sc(C(=O)Nc4ccc(N5CCOCC5)cc4)c(N)c3cc2c1
    -46.3	-0.1	-14.4	22.0	14.4	-8.6	/	-19.3[20 µM]	/
COC(=O)c1cc(NC(=O)CN(c2ccccc2OC)S(=O)(=O)c2ccccc2)ccc1Cl
    18.1	-1.1	-2.0	8.9	1.6	-12.1	-2.02	-27.8	-7.1
NC(=O)c1ccccc1NC(=O)/C=C/c1c(Cl)cccc1Cl
    -38.0	1.2	7.2	19.9	3.6	0.1	-0.0556	-20.7	4.6
Cc1nccn1CCC(=O)O
    13.5	1.1	1.6	6.5	2.8	-20.9	0.668	-16.7	0.4
COc1cc(C(=O)OCC#N)ccc1OCc1c(C)noc1C
    -2.3	2.0	-3.7	3.3	-1.5	-0.2	-0.221	-22.1	10.1
CCCc1nnc(SCC(=O)N2C(C)CCCC2C)n1CCCOC (centres undefined)
    -18.4	0.8	-1.2	15.1	4.0	-10.4	-0.419	-9.2[20 µM]	-5.2
O=S(=O)(NC1CC1)c1cccc(S(=O)(=O)N2CCCC2)c1
    -5.3	-0.3	4.5	14.1	4.3	-19.5	/	-15.7	0.4
Cc1c(C(=O)N(C)C)c2cc(Cl)ccc2n1O
    -12.2	1.9	0.4	13.4	9.1	-5.6	1.51	-13.3	/
O=C(Cn1c(NCCO)nc2ccccc21)c1ccco1
    7.3	1.5	33.0	1.2	-10.5	-23.5	0.85	-18.1[20 µM]	0.3

# Continued.
# Second line of a record – m-calpain inh	PERK inh	thrombin 1536	FXIIa inh	FXIa inh	KLK5 inh	KCC2 mod	Furin inhibitor	Rad51 HR inh
COc1ccc(C(=O)NCC(=O)OCC(=O)Nc2ccc(C)c(S(=O)(=O)N(C)C)c2)cc1OC
    -13.9	0.8	3.6	15.3	0.2	1.2	0.896	-21.9	-6.7
Cc1cccc(NC(=O)COc2ccccc2C)n1
    33.5	0.5	-0.2	9.2	-0.7	-6.5	-0.526	-30.6[20 µM]	-2.3
O=c1[nH][nH]c(C(F)(F)F)c1C=Nc1cccc(Cl)c1
    -17.5	0.0	0.0	18.5	-0.6	-1.9	/	-16.3[20 µM]	2.8
O=C(NCc1nc2ccccc2[nH]1)c1cccc(S(=O)(=O)N2CCCCC2)c1
    10.2	-0.6	5.9	9.3	1.3	1.4	0.00261	-32.0	13.4
CCC(C)[C@H](NC(=O)Nc1ccc2c(c1)OCCO2)C(=O)OC (some centres undefined)
    6.8	1.9	-9.1	1.5	-0.5	-3.9	0.929	1.3	/
CCOC(=O)c1cnn(-c2ncnc3sc(C)c(C)c23)c1N
    13.9	0.1	1.0	19.9	9.0	3.6	0.807	-14.7	/
COc1c(Cl)cc(-c2noc(C)c2C(=O)NCc2ccc3c(c2)OCO3)cc1Cl
    0.9	-0.4	-5.2	3.2	0.2	-17.0	-0.0802	-8.7	/
CC(C)(C)c1ccc(/C=C/C(=O)NC2=NCCS2)cc1
    -12.8	1.0	5.9	13.6	9.6	1.4	-0.278	-20.7[20 µM]	17.5
Cc1ccc(NC(=O)CSc2nnc(-c3ccncc3)o2)cc1
    20.0	0.2	-3.1	-3.5	-3.5	1.2	/	-8.1[20 µM]	0.5

# Part of the list above, as comma-separated lines.
canonical_smiles,m-calpain inh,PERK inh,thrombin 1536,FXIIa inh,FXIa inh,KLK5 inh,KCC2 mod,Furin inhibitor,Rad51 HR inh
O=c1[nH][nH]c(C(F)(F)F)c1C=Nc1cccc(Cl)c1,-17.5,0.0,0.0,18.5,-0.6,-1.9,/,-16.3[20 µM],2.8
O=C(NCc1nc2ccccc2[nH]1)c1cccc(S(=O)(=O)N2CCCCC2)c1,10.2,-0.6,5.9,9.3,1.3,1.4,0.00261,-32.0,13.4
CCC(C)[C@H](NC(=O)Nc1ccc2c(c1)OCCO2)C(=O)OC (some centres undefined),6.8,1.9,-9.1,1.5,-0.5,-3.9,0.929,1.3,/
CCOC(=O)c1cnn(-c2ncnc3sc(C)c(C)c23)c1N,13.9,0.1,1.0,19.9,9.0,3.6,0.807,-14.7,/
COc1c(Cl)cc(-c2noc(C)c2C(=O)NCc2ccc3c(c2)OCO3)cc1Cl,0.9,-0.4,-5.2,3.2,0.2,-17.0,-0.0802,-8.7,/
